Pf Dd2 inh = Plasmodium falciparum Dd2 growth inhibition; P. falciparum Dd2 growth, SYBR Green, 72 h; 120,000 compounds, 4.3% hits; Potency, µM (doses to about 28.9 µM), for the others: top-dose activity, negative = inhibition, most hits filed as inhibitors; active = well fitted inhibition curve with a large enough effect; inconclusive = small, poorly fitted or top-dose-only effect; inactive = no such curve, though single readings can be large or run the other way;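 note: plate controls were DMSO vehicle for no effect and reference drug for full effect; nearly all actives have a fitted effect of over 65% in size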
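Infected erythrocytes (Dd2, 0.3% parasitemia, 2.5% hematocrit final) are added to compound in RPMI-1640/Albumax II medium, grown 72 h at 37C in low oxygen, then lysed with saponin/Triton-X containing SYBR Green and read by fluorescence.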
* marks the source's active call; other numbers are inactive results; i = inactive; ? = inconclusive; [ ] = dose if it differs, or a comment. Potency is the fitted concentration of half-maximal effect. Some of the compounds tested; count on the stated rates, not on these rows.

SMILES	Pf Dd2 inh
COC[C@@H]1CN(C(=O)CCn2cc(C)cn2)C[C@H]1c1nc(C2CC2)no1	45%[activator]
CCOc1ccc(NC(=O)CSc2nc(C)c(C(=O)Nc3ccccc3)c(-c3ccc(Cl)cc3)c2C#N)cc1	?
CN(C)c1ccc(-c2nnnn2[C@H]2CO[C@H]3[C@@H]2OC[C@@H]3NC(=O)NCc2ccccc2)cc1	-7%
O=[S+]([O-])(c1ccccc1)N1CC2(COCCN(Cc3ccccc3)C2)C1	i
Cc1ncsc1CN1C(=O)CO[C@H](c2ccc(NC(=O)C3CCC3)cc2)[C@H]1CO	-4%[44.1 µM]
CCOc1cccc(CN2CCCC(COc3ccccc3C(=O)NC(C)C)C2)c1 (stereo unspecified)	-10%
Cc1ccc(NC(=O)/C(C#N)=C/c2cc(C)n(-c3ccc(F)cc3)c2C)cc1C	22%
CCOc1ccc(N(CC)S(=O)(=O)N2CCCC(C(=O)NCCc3ccccc3OC)C2)cc1 (stereo unspecified)	?

More compounds follow:
SMILES	Pf Dd2 inh
CN1C(=O)C(c2ccccc2)CC12CCN(C(=O)c1ccccc1F)CC2 (stereo unspecified)	3%
CCC(C)NC(=O)C1COC2(CCN(C(=O)c3ccc(OC)cc3)CC2)N1C(=O)c1ccc(C)cc1 (stereo unspecified)	-17%
O=C(O)C[C@@H]1CCN(C(=O)C2CCC2)C[C@@H]1CCN1CCC(n2c(=O)[nH]c3ccccc32)CC1	12%
COc1ccc(C(=O)NC[C@H]2O[C@@H](CC(=O)Nc3ccccc3)[C@H](O)[C@@H]2O)cc1	-7%[44.1 µM]
CC(C)CCNC(=O)C1CCc2sc(C(=O)N3CCCCC3)cc2C1 (stereo unspecified)	i
CNC(=O)N1CCC(C2CCN(C(=O)CCCC(=O)O)C2)CC1 (stereo unspecified)	?
CCn1nc(C)cc1C(=O)N1Cc2cnn(Cc3ccc(F)cc3)c2C1	?
CCN(CC)C1(Cc2cc(CN(C)Cc3ccccc3)on2)COC1	i

Next compounds
SMILES	Pf Dd2 inh
CN1C(=O)CC[C@]2(C(=O)NCc3cc(F)ccc3F)CCCC[C@@H]12	8%
Brc1ccc(CN2CCc3nc(Nc4ccccc4)ncc3C2)s1	?
COc1ccc(C(=O)NC[C@H]2O[C@@H](CC(=O)NCCN(C)C)[C@H](O)[C@@H]2O)cc1	-10%[44.1 µM]
CC(=O)N1CCC(N2C[C@@H]3C[C@H](C2)c2c(NC(=O)NC4CCCCC4)ccc(=O)n2C3)CC1	-2%
N#Cc1cccc(C(=O)NC2CCCN(c3cc(-c4ccc(Cl)cc4)[nH]n3)C2)c1 (stereo unspecified)	?
CN1C(=O)C2(CCN(Cc3ccc(C(F)(F)F)cc3)C2)c2ccccc21 (stereo unspecified)	i
COc1ccc(C(=O)Oc2c(Sc3ccccc3)c(C)nn2-c2ccccc2)c(OC)c1	31%[activator]
CC(C)(C)c1ccc(S(=O)(=O)N2CCN(Cc3noc(CCC(=O)N4CCCCC4)n3)CC2)cc1	?

5 neighbouring entries already listed, for reference:
SMILES	Pf Dd2 inh
COC[C@@H]1CN(C(=O)CCn2cc(C)cn2)C[C@H]1c1nc(C2CC2)no1	45%[activator]
CCOc1ccc(NC(=O)CSc2nc(C)c(C(=O)Nc3ccccc3)c(-c3ccc(Cl)cc3)c2C#N)cc1	?
CN(C)c1ccc(-c2nnnn2[C@H]2CO[C@H]3[C@@H]2OC[C@@H]3NC(=O)NCc2ccccc2)cc1	-7%
O=[S+]([O-])(c1ccccc1)N1CC2(COCCN(Cc3ccccc3)C2)C1	i
Cc1ncsc1CN1C(=O)CO[C@H](c2ccc(NC(=O)C3CCC3)cc2)[C@H]1CO	-4%[44.1 µM]

Next part:
SMILES	Pf Dd2 inh
CN1CCN(C(=O)C(=O)Nc2c3c(nn2-c2cccc(Cl)c2)CSC3)CC1	16%
O=C1CC2CCN(Cc3nc4ccccc4s3)CC2CCN1 (stereo unspecified)	4%
CCN(CC)c1ccc(-c2nc(-c3ccccn3)no2)cc1[N+](=O)[O-]	-12%
COc1cccc(N2CC(NC(=O)c3cccs3)CC2=O)c1 (stereo unspecified)	22%
CC(C)Cn1c(SCc2cccc(F)c2)nc2ccsc2c1=O	-23%
CCOc1ccc(CCNC(=O)CSCc2nc(-c3cccc(C)c3)oc2C)cc1OCC	-28%
Cc1ccc(/C=C(\C#N)C(=O)Nc2cccc(Br)c2)o1	-18%
COc1ccc(CNC(=O)C[C@@H]2C[C@H]3O[C@H](CNCc4ccc(F)cc4)[C@@H](O)[C@H]3O2)cc1	21%

Going on with the list.
SMILES	Pf Dd2 inh
O=C(C1CCOCC1)N1CCC(c2noc(-c3cnccn3)n2)C1 (stereo unspecified)	15%[5.79 µM]
COc1ccc(CNC(=O)N2CCCC(c3nn[nH]n3)C2)cc1 (stereo unspecified)	9%
Cc1ccc(-c2cn3c(n2)CO[C@@H](CNC(C)C)C3)cc1	-2%[44.1 µM]
O=C(NCc1ccc(Cl)cc1)C1(c2cccs2)CCOCC1	9%
Cn1cccc1C(=O)N1C[C@@H](CO)[C@H](c2ccncc2)C1	i
O=C(NCc1ccccc1)C(=O)NCC(c1ccco1)S(=O)(=O)c1ccc(Cl)cc1 (stereo unspecified)	6%
CC(C)C(=O)N1CC(=O)N(C2CCCCC2)CC(OCc2ccccc2)C1 (stereo unspecified)	-2%
Cc1ccc(C)c(CN2C(=O)N(c3cc(Cl)ccc3C)S(=O)(=O)c3ccccc32)c1	?

By substructure: those above containing an NH in an aromatic ring.
SMILES	Pf Dd2 inh
O=C(O)C[C@@H]1CCN(C(=O)C2CCC2)C[C@@H]1CCN1CCC(n2c(=O)[nH]c3ccccc32)CC1	12%
N#Cc1cccc(C(=O)NC2CCCN(c3cc(-c4ccc(Cl)cc4)[nH]n3)C2)c1 (stereo unspecified)	?
COc1ccc(CNC(=O)N2CCCC(c3nn[nH]n3)C2)cc1 (stereo unspecified)	9%

Carrying on.
SMILES	Pf Dd2 inh
COc1ccc(N2CCN(C(=O)c3ccc(CS(=O)(=O)c4ccc(Br)cc4)o3)CC2)cc1	-17%
COCC[C@]1(O)CCN(C(=O)CCCc2ccccc2)C[C@H]1C	-8%
COc1ccc(C2Cn3cnc(C(=O)N4CCC(C(=O)NC5CCCC5)CC4)c3CO2)cc1 (stereo unspecified)	-20%
Cc1cc(C)cc(NC(=O)Cn2c(-c3cccc(Cl)c3)nc(C)c(CCO)c2=O)c1	10µM*
CCOc1ccccc1CN1CCC2(Cc3ccccc3CNC2=O)C1 (stereo unspecified)	-29%
CCS(=O)(=O)N1CCCC(CCC(=O)NCc2ccc(OC)cc2OC)C1 (stereo unspecified)	-11%
O=C(c1ccncc1)N1CCCCC1c1noc(COc2ccc(F)cc2)n1 (stereo unspecified)	5%
COCCN1C(=O)CO[C@H]2CN(C3CCOCC3)C[C@H]21	20%[44.1 µM]

New compounds follow.
SMILES	Pf Dd2 inh
CC1CCN(S(=O)(=O)c2ccc3c(c2)N(CC(=O)NC(C)C)C(=O)CO3)CC1	-26%
COc1ccccc1C1=NOC(C(=O)NC(C)C)C1 (stereo unspecified)	-6%
O=C(NC1CCN(c2ccc(F)cc2)C1=O)c1cccc(Br)c1 (stereo unspecified)	-21%
CC1=Nc2cc(C(=O)NC3CCCC3)ccc2Sc2ccc(Cl)cc21	11µM*
O=C(Cn1nc2c(cc1=O)CCCCC2)NCCc1nc2ccccc2[nH]1	1%
O=C(CC1=CCCCC1)N1C[C@@H](CO)[C@H](c2ccccn2)C1	0%
COc1ccccc1NC(=O)Cn1c(-c2cccc(Cl)c2)nc(C)c(CCO)c1=O	i
CC(C)c1ccc(NC(=O)c2ccc(Cn3nc(N4CCN(c5ccccc5)CC4)ccc3=O)o2)cc1	?

Next section
SMILES	Pf Dd2 inh
O=C(c1cccc([N+](=O)[O-])c1)N1c2nc(-c3ccco3)nn2C2(CCCCC2)[C@@H]2CCCC[C@@H]21	-6%
CCc1nc(-c2c3n(c(=O)n(Cc4ccccc4)c2=O)CCCCC3)no1	17%
COc1cccc(CN(C)C(C)c2cccs2)c1 (stereo unspecified)	i
O=C(c1cnccn1)N1CCC(c2nc(C3CCOCC3)no2)CC1	28%
N#Cc1ccc(C(=O)N2CCCN(C(=O)c3cccnc3)CCC(=O)NCC2)cc1	-4%
Cc1ccc2nc(-c3ccsc3)c(Nc3ccc(C(C)C)cc3)n2c1	i
CCn1c(=O)n(CC)c2cc(N3CCCC3)c(NC(=O)Nc3cc(C)cc(C)c3)cc21	?
O=C(NCCS(=O)(=O)N1CCN(c2ccc(F)cc2)CC1)C1CC(=O)N(c2ccccc2)C1 (stereo unspecified)	13%

Following part
SMILES	Pf Dd2 inh
CCCS(=O)(=O)N1CCC2(CC1)C(OC)C(=O)N2CC1CC1 (stereo unspecified)	7%
Cc1ccccc1CC(=O)N1CCC2(CC1)NC(=O)N(c1ccccc1)N2	?
COc1cccc(CNC(=O)CN(c2ccc(C)cc2)S(=O)(=O)N(C)C)c1OC	8%
Cc1noc(C)c1S(=O)(=O)N(C)Cc1ccccc1C(F)(F)F	-13%
CN(CC1CCOC1)C(=O)Nc1ccccc1F (stereo unspecified)	14%[5.79 µM]
O=C(Cn1ccn2nc(-c3ccc(F)cc3)c(CO)c2c1=O)Nc1cccc(Br)c1	-12%
Cc1ccc2c(n1)N(C)[C@H](CO)CCN(C1CCN(C)CC1)C2	-3%[44.1 µM]
O=C(NCc1ccc(F)cc1)c1c(O)nc2ccccn2c1=O	-17%

Additional compounds.
SMILES	Pf Dd2 inh
Cc1ccsc1C(=O)Nc1ccc2c(N3CCCCC3)ncnc2c1	11µM*
Cc1cc(C)n2nc(-c3ccc(Cl)cc3)nc2n1	i
Cc1ccc(NC(=O)CN2C(=O)c3cccnc3Sc3ccccc32)c(Br)c1	-13%
O=c1c2ccccc2nc(-c2ccc(Cl)cc2)n1CCCCOc1ccc(F)cc1	?
Cc1ccnc2nc(NC(=O)c3ccccc3Cl)nn12	17%
CN1CCCCCCN(C(=O)c2cc(CN3CCOCC3)on2)[C@H]2CCC[C@H]2C1=O	?
COc1ccccc1CNC(=O)C(=O)NCC(c1ccco1)S(=O)(=O)c1ccc(F)cc1 (stereo unspecified)	i
O=C(C1CCN(S(=O)(=O)c2cccc3nonc23)CC1)N1CCN(c2cccc(Cl)c2)CC1	?

Additional entries:
SMILES	Pf Dd2 inh
COC(=O)C1=CN(CC(=O)Nc2cccc(F)c2)S(=O)(=O)N=C1C	84%[activator]
CCOc1ccc(C(=O)c2oc3ccccc3c2NC(=O)c2cc(-c3ccccc3)on2)cc1	30%[activator]
COc1ccc(NC(=O)CN(C)S(=O)(=O)c2ccc3c(c2)CCCN3C(C)=O)cc1	29%
CCOc1ccccc1CNC(=O)Nc1cn(CC(C)C)c(=O)c2ccccc12	8%
O=C(Nc1ccc(Br)cc1)c1ccc(Br)c(S(=O)(=O)N2CCCCC2)c1	-6%
Cc1ccc(Cl)cc1N1CCN(C(=O)c2ccc(CS(=O)(=O)c3ccc(Br)cc3)o2)CC1	-12%
CC(C)NC(=O)C[C@@H]1C[C@H]2O[C@H](CNC3CCNCC3)[C@@H](O)[C@H]2O1	15%[44.1 µM]
CC(=O)c1cccc(C(=O)N2CCC3(CC2)NC(=O)N(Cc2cccc(Cl)c2)C3=O)c1	-3%

The list continues.
SMILES	Pf Dd2 inh
CCc1ccc(-c2nc3c(c(SCc4ccccc4F)n2)Cc2c(CO)cnc(C)c2O3)cc1	-10%
COC(=O)c1cccc(CN2C(=O)SC(Nc3ccccc3C)C2=O)c1 (stereo unspecified)	26%
Cc1cccc(-n2ncc3c2CCCC3NC(=O)CCC(F)(F)F)c1C (stereo unspecified)	3%
Cc1ccc(CCNC(=O)c2ccc3nc(N4CCC(C)CC4)sc3c2)cc1	20%
CN(C)[C@H]1CCCCN(C(=O)c2ccc(CSc3ccccn3)cc2)C1	i
CC(=O)N1CCC([C@@H]2CN(Cc3cccc(F)c3F)C[C@H]2CO)CC1	-24%
O=C(c1cc(F)ccc1Cl)N1CCN(C(=O)c2nnn3c2COC(c2ccccc2)C3)CC1 (stereo unspecified)	-21%
CCc1nc2c(c(-c3ccc(Cl)cc3)n1)CN(Cc1ccccc1)CC2	?

Later entries
SMILES	Pf Dd2 inh
COCc1cn(C[C@H]2C[C@@H](NCc3nccs3)[C@H](O)[C@@H]2O)nn1	23%
O=C(c1ccc2c(c1)OCO2)N1[C@H]2CC[C@@H]1c1cnc(-c3ccccc3)nc1C2	-8%
CCOC(=O)c1cccc(NC(=O)c2cc3c(Cl)nc4ccc(C)cc4c3s2)c1	?
CC(C)CCNC(=O)c1ccc2c(c1)N(Cc1ccccc1F)C(=O)c1ccccc1S2=O (stereo unspecified)	?
Cc1ccc(C(=O)N2CCC3(CC2)NC(=O)N(Cc2ccc(F)cc2)C3=O)cc1F	?
CCOc1ccc(CN2C[C@@H]3C(=O)N(CCc4ccccc4)C(=O)[C@@H]3C2)cc1OC	?
O=C1NC2(CCN(C(=O)c3ccc(C(F)(F)F)cc3)C2)Oc2ccccc21 (stereo unspecified)	i
O=C(CCC1CCN(S(=O)(=O)c2cccc(F)c2)CC1)NCCCN1CCCC1=O	-17%

(listing goes on)
SMILES	Pf Dd2 inh
O=C(NCCn1ccn2nc(-c3ccc(F)cc3)cc2c1=O)c1c(F)cccc1F	i
COc1cc(Cl)c(C)cc1NC(=O)CCc1nc2cccnc2n1-c1ccccc1	-8%
COc1ccc(-c2cnc3n2CC(C(=O)NCCCN2CCCC2=O)CC3)cc1 (stereo unspecified)	-11%
Cc1nn2c(c1-c1ccnn1C(C)C)N(Cc1ccc(C(=O)O)s1)CCC2	?
CC1=C(c2ccc(C)c(C)c2)S(=O)(=O)N(Cc2ccc(C(=O)NCc3cccc(C)c3)cc2)C1=O	?
